Integrin act MD: activators of alpha7 integrin expression for muscular dystrophy; alpha7betagal myoblasts, beta-gal FDG fluorescence, 48 h; Potency, µM (top dose mostly 38.3 µM), for inactives: at the top dose activation, most hits filed as activators; 350,000 compounds, 0.064% hits;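 note: potency is the fitted concentration of half-maximal effect; 100% = response of the positive control SU9516; nearly all actives have a fitted effect of over 60% in size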
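alpha7betagal+/- myoblasts (passage 13, 250/well) treated 48 h at 37C with compounds at 1:260 dilution of DMSO stock. Lysed, then beta-galactosidase activity read as FDG fluorescence (ex 480/em 540) after 30 min, with pre-read for autofluorescence.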
Tb PFK inh: blocks T. brucei phosphofructokinase; O15648; T. brucei PFK, ADP-Glo luminescence; Potency, µM (series often up to 57.5 µM), for the others: at the highest dose activity, negative = inhibition, most hits filed as inhibitors; 330,000 compounds, 0.17% hits; AID 485367;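 note: potency is the fitted concentration of half-maximal effect; 0% = uninhibited 1x PFK enzyme wells and -100% = no-enzyme wells; nearly all actives have a fitted effect of over 60% in size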
Target sequence (O15648 whole entry, looked up): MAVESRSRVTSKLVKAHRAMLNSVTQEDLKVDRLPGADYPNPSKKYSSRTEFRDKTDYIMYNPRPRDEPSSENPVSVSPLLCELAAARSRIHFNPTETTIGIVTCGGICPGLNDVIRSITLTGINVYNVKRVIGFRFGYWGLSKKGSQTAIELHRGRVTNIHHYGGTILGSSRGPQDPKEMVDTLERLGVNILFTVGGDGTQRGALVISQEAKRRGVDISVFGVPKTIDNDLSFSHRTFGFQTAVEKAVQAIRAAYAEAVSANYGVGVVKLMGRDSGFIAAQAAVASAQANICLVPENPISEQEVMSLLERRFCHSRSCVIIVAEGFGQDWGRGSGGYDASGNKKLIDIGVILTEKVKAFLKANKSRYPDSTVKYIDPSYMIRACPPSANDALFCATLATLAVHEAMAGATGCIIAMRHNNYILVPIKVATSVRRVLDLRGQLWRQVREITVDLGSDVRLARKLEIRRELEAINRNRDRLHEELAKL
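In TEA buffer at pH 8.0 with 5 mM MgCl2, enzyme (1.25 nM) converted F6P (0.5 mM) and ATP (0.1 mM) for 45 min at room temperature. ADP product was read by luciferase luminescence.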
Mito fusion yeast: blocks mitochondrial division or promotes mitochondrial fusion. AID 485298. 320,000 compounds, 0.23% hits. Potency, µM (doses to about 46.1 µM), inactives show at the highest dose growth rescue (activation), hits mostly activators. S. cerevisiae fusion-defective mutant growth rescue, CellTiterGlo 48 h;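 note: potency is the fitted concentration of half-maximal effect; % of control where 0% means no effect; nearly all actives have a fitted effect of over 45% in size; temperature-sensitive fusion mutants such as fzo1-1 at 37 °C on non-fermentable ethanol glycerol medium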
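Read-out: ATP-based luminescence (CellTiterGlo, 10 min ambient) reporting growth of fusion-defective ts yeast after 48 hours at 37C on glycerol/ethanol YPEG medium in the presence of compound.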
TCR activator: T cell receptor activation; primary human leukocytes, anti-CD3, IL-2 HTRF, 48 h; Potency, µM (series often up to 9.22 µM), inactives show at the top dose activation of IL-2 secretion, usual class: activators; 330,000 tested, under 10 active; AID 504894; note: % of control where 0% means no effect
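Primary human leukocytes incubated 48 hr with anti-CD3 beads plus compound, without co-stimulation. Secreted IL-2 measured by HTRF (europium cryptate/d2 anti-IL-2 pair, 320 nm excitation, 665 nm emission).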
AT treatment: potential ataxia-telangiectasia treatments restoring KAP-1 phosphorylation | […] A-T fibroblasts, KAP-1 phosphorylation AlphaLISA; neocarzinostatin DNA damage 30 min before lysis | Potency, µM (top dose mostly 57.5 µM), without a hit: at the highest dose activation, actives largely listed as activators | 320,000 compounds, 0.19% hits | AID 485349; note: potency is the fitted concentration of half-maximal effect; % of control where 0% means no effect; nearly all actives have a fitted effect of over 45% in size
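hTERT-immortalized A-T patient fibroblasts ([…]), 500 cells/well in OPTI-MEM, 1% FBS, got compounds for 60 min, then NCS for 30 min at 37C. Lysates were then assayed for phospho-KAP-1 by AlphaLISA (anti-pKAP1 donor, anti-KAP1 acceptor beads), 6 hr at 25C.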
Chronic BCR inh: chronic active BCR signaling inhibition. AID 493014. Potency, µM (highest dose often 46.1 µM), for inactives: top-dose ratio change, negative = lower green/red ratio, hits mostly inhibitors. ABC-DLBCL IkBa-CBG/CBR reporter, luminescence ratio, 4 h. 340,000 compounds, 0.05% hits; active = well fitted inhibition curve with a large enough effect in the signal ratio, with a control signal flat, not every such curve was filed as active; inconclusive = small, poorly fitted or top-dose-only effect, or effect the other way, or a change in a side signal; the % refers to the signal ratio;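 note: potency is the fitted concentration of half-maximal effect; plate controls were basal doxycycline-induced cells for no effect and cells given 10 µM MG132 for full effect; MG132 reads +100%, hits lower the ratio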
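Compounds up to 46 uM were incubated four hours with TMD8 cells whose green CBG68 luciferase is fused to IkappaBalpha; red CBR luminescence normalised the signal, and concentration-effect curves were fitted to fusion, red and ratio data.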
TSHR antagonist: human thyrotropin receptor antagonism; P16473; TSHR-expressing cells, TSH-stimulated cAMP HTRF, 2 h; stronger effect = lower value; activity change, negative = inhibition, % at 11.5 µM; 330,000 compounds, 0.2% hits; AID 504810;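 active = activity change below a set negative limit, meaning inhibition stronger than a set level, cut at about -70% in these data; inconclusive = activity change between two set negative limits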; note: % is set by controls: 0 for no effect and ±100 for the full control effect
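TSHR-expressing cells, 200/well, pre-treated with compound, then stimulated with EC80 TSH (4nM final) for 2 hours at 37 deg C. cAMP measured by competitive HTRF: anti-cAMP cryptate antibody in lysis buffer plus cAMP-d2, read after 30 minutes at room temperature.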
ASM inhibitor: blocks human secretory acid sphingomyelinase | AID 504937 | Potency, µM (doses to about 57.5 µM), inactives show at the highest dose activity change, negative = inhibition, hits mostly inhibitors | P17405 | placental ASM, HMU-PC fluorogenic substrate, 60 min | 340,000 compounds, 0.006% hits; note: potency is the fitted concentration of half-maximal effect
Target sequence (P17405 47-631 limits assumed): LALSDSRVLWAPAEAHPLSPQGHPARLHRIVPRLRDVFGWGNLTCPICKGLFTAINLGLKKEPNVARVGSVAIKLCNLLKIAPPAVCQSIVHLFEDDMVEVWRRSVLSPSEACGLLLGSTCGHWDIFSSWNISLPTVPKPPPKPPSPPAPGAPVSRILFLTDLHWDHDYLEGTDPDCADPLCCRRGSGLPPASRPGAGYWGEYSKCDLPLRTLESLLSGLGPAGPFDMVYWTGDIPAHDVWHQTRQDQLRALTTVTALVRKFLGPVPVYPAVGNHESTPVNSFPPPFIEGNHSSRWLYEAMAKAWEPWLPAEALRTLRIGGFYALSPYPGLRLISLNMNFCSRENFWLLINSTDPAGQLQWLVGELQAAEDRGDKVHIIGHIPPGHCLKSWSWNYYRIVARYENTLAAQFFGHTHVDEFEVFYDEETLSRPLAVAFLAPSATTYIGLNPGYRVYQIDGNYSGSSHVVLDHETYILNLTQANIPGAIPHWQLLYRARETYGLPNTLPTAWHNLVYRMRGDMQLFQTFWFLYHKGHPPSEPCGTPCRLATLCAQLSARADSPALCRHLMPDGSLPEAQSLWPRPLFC
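Fluorogenic HMU-PC substrate (9 uM final) is turned over by placental ASM in 60 min at 37 C after a 10 min compound preincubation. Reaction ended by alkaline stop (pH 10), with fluorescence read at 386/447 nm.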
ELG1 repair inh: ELG1-dependent DNA repair inhibition; HEK293T ELG1-luciferase reporter, luminescence, 16 h; DNA damage induced by 5-fluorouridine; Potency, µM (series often up to 46.1 µM), for the others: at the top dose activity change, negative = inhibition, hits mostly inhibitors; 330,000 compounds, 2.3% hits; AID 504467; note: potency is the fitted concentration of half-maximal effect; % is set by controls: 0 for no effect and ±100 for the full control effect; nearly all actives have a fitted effect of over 55% in size
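In this reporter screen, reduction of luminescence relative to DMSO vehicle indicated activity. Compounds and 5-fluorouridine were added together to 2,000 cells per well, incubated for 16 hr at 37 °C, then developed with ONE-Glo.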
TSG101-PTAP inh: blocks PTAP/TSG101 interaction to inhibit HIV-1 budding | Q99816 | Fluorescence polarization, FITC-PTAP peptide / Tsg101 binding | Potency, µM (series often up to 115 µM), without a hit: top-dose activity change, negative = inhibition, hits mostly inhibitors | 340,000 tested, under 10 active | AID 493005; active = well fitted inhibition curve with a large enough effect in the main read-out, with a control signal flat, not every such curve was filed as active; inconclusive = small, poorly fitted or top-dose-only effect, or effect the other way, or a change in a side signal; inactive = no such curve, though single readings can be large or run the other way; note: potency is the fitted concentration of half-maximal effect; % of control where 0% means no effect
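Compounds were pin-transferred onto Tsg101 binding domain (10 uM final) in HEPES pH 7.5 buffer, then FITC-PTAP peptide was added at 50 nM final. After 20 min at RT, polarization reported peptide displacement across a qHTS concentration series.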
Eya2 phos inh: Eya2 (human) phosphatase inhibition | O00167 | recombinant Eya2, OMFP fluorescence dephosphorylation (OMFP is methylfluorescein phosphate) | Potency, µM (series often up to 76.9 µM), without a hit: top-dose activity, negative = inhibition, most hits filed as inhibitors | 330,000 compounds, 0.006% hits | AID 488837; note: potency is the fitted concentration of half-maximal effect; % is set by controls: 0 for no effect and ±100 for the full control effect
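Eya2 (0.2 uM) preincubated 10 min at ambient with compound, then OMFP substrate added at 50 uM; 10 min reaction in 50 mM HEPES pH 7.5, 50 mM NaCl, 5 uM MgCl2, 0.05% BSA, 1 mM DTT. Fluorescence read at Ex 485/Em 525 nm.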
* = called active by the depositor; ? = inconclusive; / = no result given; [ ] = remark or other dose. Unless noted, calls come from the whole dose curve; as a rule, active = well fitted curve in the direction sought with a large enough effect; inconclusive = small, poorly fitted or top-dose-only effect, or another doubt; inactive = no such curve, though single readings can be large; an effect the other way counts as inactive or inconclusive. Rows were taken by chance; any-hit rate near 3.2%.

Values in the order: Integrin act MD	Tb PFK inh	Mito fusion yeast	TCR activator	AT treatment	Chronic BCR inh	TSHR antagonist	ASM inhibitor	ELG1 repair inh	TSG101-PTAP inh	Eya2 phos inh
- Cn1nc(OCC(=O)O)cc1C(F)(F)F
 : 14%	2%	4%	1%	-1%	-4%	-1	0%	-11%	2%	3%
- Cc1ccc(S(=O)(=O)NC(=O)c2cc(C)n(-c3ccccc3)c2C)cc1
 : -6%	3%	-13%	1%[46.1 µM]	2%	0%	-8	-1%	5%	-1%	9%
- Fc1ccccc1N1CCN(Cc2cc(-c3ccccc3)on2)CC1
 : 18%	0%	-1%	0%	-4%	?	-13	-2%	-2%	-3%	-11%
- CCc1ccccc1Nc1ncnc2ccccc12
 : ?	0%	-5%	-5%	-3%	-5%	-4	5%	-13%	4%	-14%
- CCOC(=O)C1=C(C)OC(N)=C(C#N)C1c1c(C)nn(-c2ccccc2)c1Cl (configuration not stated)
 : 2%	0%	-4%	-8%	0%	1%	-4	-4%	-2%	-1%	11%
- Cc1nn(-c2ccc(Cl)cc2)c(=O)c2ccccc12
 : -27%	14%	-1%	-14%	11%	?	-8	1%	?	-5%	-11%
- COc1ccccc1CNC(=O)CN1C(=O)NC2(CCC(C)CC2)C1=O (configuration not stated)
 : -20%	0%	/	-1%[46.1 µM]	4%	-2%	59	3%	6%	0%	-16%
- CC(C)(C)C(=O)Nc1ccc(N=Nc2ccccc2)cc1
 : -1%	2%	7%	5%	-4%	?	-1	-3%	11%	-1%	-2%
- CCOC(=O)Cc1csc(NC(=O)CSc2nnc(C(C)C)n2C)n1
 : -14%	1%	-7%	-2%	0.71µM*	0%	38	2%	0%	-7%	2%
- Cc1ccccc1N=C(NOCc1ccc(Cl)cc1Cl)c1nonc1N
 : -23%	6%	21%	-8%	/	?	-1	-8%	?	-5%	-23%
- Cn1c(=O)n(C)c2cc(/C=N/N=C3/NC(=O)C(CC(=O)O)S3)ccc21 (configuration not stated)
 : 23%	-5%	4%	-7%	4%	2%	0	0%	7%	0%	6%
- COc1ccccc1N1CCN(S(=O)(=O)CCNC(=O)c2cc(=O)c3ccccc3o2)CC1
 : 7%	1%	3%	-7%	7%	-2%	-4	-2%	?	-4%	9%
- CN(C)CCNC(=O)C(=O)NCC(c1ccc2c(c1)OCO2)N1CCN(c2ccc(F)cc2)CC1 (configuration not stated)
 : -28%	-1%	-3%	-5%	-1%	-4%	4	5%	0%	0%	14%
- CCOCCCNC(=O)c1ccc(N(C)S(=O)(=O)c2ccc(OC)cc2)cc1
 : 16%	-6%	-6%	5%	-5%	?	10	6%	-2%	-6%	-3%
- CCNC(=S)N(Cc1ccco1)Cc1cc2cc(OCC)ccc2[nH]c1=O
 : -16%	-11%	13%	-12%	-8%	?	6	29%	?	0%	5%
- COc1ccc(N(C(=O)c2ccco2)C(C(=O)NC2CCCC2)c2cccs2)cc1 (configuration not stated)
 : -5%	-1%	-9%	1%	1%[11.5 µM]	0%	3	-1%	-16%	2%	5%
- CCOc1ccccc1Nc1ncnc2c1cnn2-c1ccccc1
 : 28%	-1%	18%	-3%	16%	?	-16	0%	-14%	-1%	-21%
- CN(C)CCCN(C(=O)c1sc2ccccc2c1Cl)c1nc2c(F)cccc2s1
 : -12%	0%	0%	-10%[46.1 µM]	-1%	?	17	1%	?	-1%	-1%
- O=C(c1ccc(F)cc1)c1cc2ccccc2o1
 : -20%	-7%	-2%	0%	6%	?	-12	0%	?	-1%	-2%
- Cc1ccc(C(=O)O)cc1NC(=O)Nc1cccc2ccccc12
 : 30%	-6%	1%	10%	-11%	-3%	12	-1%	17%	-2%	0%
- CSc1nc(NS(=O)(=O)c2cc(C)c(Cl)cc2Cl)nn1C
 : -30%	0%	1%	-1%	16%	0%	9	3%	-8%	0%	13%
- CCS(=O)(=O)c1c([N+](=O)[O-])ncn1C
 : -63%[inhibitor]	-2%	0%	-2%[46.1 µM]	1%	?	7	0%	27%	-5%	5%
- COc1ccc(NC(=O)CCS(=O)(=O)c2cc3c(cc2Cl)NC(=O)CO3)cc1OC
 : 32%	0%	1%	-6%	4%	0%	-8	0%	16%	0%	-3%
- Cc1ccc(CNC(=O)C2CCC(=O)N(CCc3cccc(F)c3)C2)cc1 (configuration not stated)
 : 2%	-2%	0%	11%	11%	0%	-11	0%	-8%	-4%	-7%
- COc1ccccc1OCc1ccc(C(=O)N2CCN(C)CC2)o1
 : 24%	-1%	-9%	-3%[46.1 µM]	-4%	1%	8	10%	5%	-1%	2%
- O=C(NN=C1CCCC1)c1sc2ccccc2c1Cl
 : 11%	0%	4%	1%	-3%	?	-1	2%	?	-2%	-5%
- COc1cc(OC)c(-n2cc(-c3ccc(Cl)cc3)[nH]c2=O)cc1Cl
 : 10%	-4%	8%	0%[46.1 µM]	-2%	-12%	13	-3%	23%	-1%	-8%
- CN(c1ccc(C(=O)NCCSCc2ccco2)cc1)S(C)(=O)=O
 : 15%	-17%	2%	-5%	-2%	2%	-4	-2%	?	-7%	0%
- c1ccc2c(c1)[nH]c1nc(SCCN3CCOCC3)nnc12
 : -1%	?	1%	2%	0%	?	6	0%	-5%	-6%	8%
- CCc1c(C)sc(NC(=O)CCc2ccc(OC)cc2)c1C(N)=O
 : ?	-2%	0%	1%	-2%	24%	6	4%	-20%	1%	26%
- CN1CCc2c(sc3nc(NN)n(Cc4ccccc4)c(=O)c23)C1
 : ?	-3%	-3%	-2%	0%	5%	6	6%	?	0%	5%
- COc1ccccc1NC(=O)C(C/C=C(\C)Cl)C(C)=O (configuration not stated)
 : -3%	4%	1%	3%	-1%	-7%	12	1%	-5%	0%	-3%
- O=C(C[C@@H]1C/C=C/CC[C@@H](Cc2ccc(F)cc2)C(=O)O[C@@H](c2ccccc2)CNC1=O)NCCO
 : 2%	0%	/	-3%	0%	0%	-8	6%	7.3µM*	-2%	6%
- Cn1nnc(NC(=S)NC(=O)Cc2ccccc2)n1
 : -10%	2%	-7%	0%	-1%	-3%	2	0%	10%	0%	-6%
- O=C(c1cc2cc([N+](=O)[O-])ccc2oc1=O)n1cccn1
 : 23%	?	-4%	-2%	5%	1%	22	-4%	-13%	0%	1%
- CSc1ncc(Cl)c(C(=O)NCc2ccc3c(c2)OCO3)n1
 : -7%	-2%	7%	-10%	12%	-10%	19	-3%	4%	0%	5%
- CC1Cc2ccccc2N1C(=O)C12CCC(C)(C(=O)C1)C2(C)C (configuration not stated)
 : -11%	2%	3%	-11%	-9%	10%	-1	0%	3%	-5%	-31%
- O=c1c2ccccc2ncn1-c1ccc2c(c1)OCCO2
 : 3%	0%	0%	1%	2%	-1%	-2	-1%	?	-5%	6%
- CC(C)(C)NC(=S)NNC(=O)c1ccc2ncccc2c1
 : 0%	-1%	-5%	-2%	-1%	1%	2	1%	?	0%	0%
- CN(Cc1ccccc1)C(=O)c1ccccc1NC(=O)c1ccco1
 : -11%	-11%	5%	-4%[46.1 µM]	12%	-6%	18	2%	?	-10%	5%
- O=S(=O)(/N=C(/Sc1ccccc1)c1ccccc1)c1ccccc1
 : 33%	-1%	0%	-24%	9%	-7%	5	5%	-1%	1%	8%
- Cc1csc(NC(=O)c2cc3c(C)nn(Cc4ccccc4Cl)c3s2)n1
 : 2%	0%	-1%	-1%[46.1 µM]	0%	4%	-45	10%	?	-6%	2%
- COc1ccc(CCNC(=O)C2CCCN(c3ncccn3)C2)cc1 (configuration not stated)
 : 25%	-4%	3%	1%	2%	-4%	-5	1%	9%	-1%	-4%

Assay outcomes from PubChem.
